High-throughput results as filed in PubChem.
D3 ag = activates the human D3 dopamine receptor. 0.58% of 410,000 active. D3R DiscoveRx beta-arrestin cells, luminescence, 90 min. max activation, %. P35462; in the data active means max activation above about 30%; further: 0% is about no effect; mostly tested at two doses, the higher about 12 µM
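Cells at 1500/well, incubated overnight, then treated with pinned compounds (dopamine as control) for 90 min at 37 degrees C. DiscoveRx reagent added for 30 - 60 minutes at room temperature; luminescence read.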
PI5P4K alpha inh = PI5P4K alpha (human) kinase inhibition; PI5P4Kalpha enzyme, ADP-Glo luminescence, 60 min; hits give low values; max response, %; 1.2% of 330,000 active; active means max response of -50% or lower; inconclusive means between -30% and -50%; inactive means -30% or higher; further: value at the top dose of about 77 µM; on the % scale 0 is the no-effect control and ±100 the full control effect
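Enzyme plus substrate dispensed, test compounds pinned in, then ATP (5 microM final) added. After 60 min at RT, ADP-Glo reagent 1 for 45 min and reagent 2 for 30 min preceded luminescence imaging.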
DRD3 antagonist = blocks the human D3 dopamine receptor; P35462; D3R cells, DiscoveRx beta-arrestin luminescence, antagonist mode; hits give low values; max response, negative = inhibition, %; 2.5% of 360,000 active; in the data active means max response below about -50%; inconclusive means no clear call, values can overlap the other calls; further: on the % scale 0 is the no-effect control and ±100 the full control effect; mostly tested at two doses, the higher about 12 µM
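Cells plated overnight at 1500 cells/well, then exposed to library compounds with dopamine controls for 90 minutes at 37 degrees C. DiscoveRx reagent added for 30–60 minutes at room temperature; luminescence read, quantitative HTS format.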
IL-2 act = activators of IL-2; IL-2 activation reporter assay, cell-based qHTS; stimulated with anti-CD3/CD4/CD28 beads; in transgenic mouse T cells; activation, % (series mostly up to about 46 µM); 0.065% of 360,000 active; AID 652025; in the data active means activation above about 50%; inconclusive means mostly about 30% to 49%; further: 0% is about no effect
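Screening format: compound pinned onto unstimulated transgenic mouse T cells, 60 min incubation, then anti-CD3/anti-CD4/anti-CD28 bead stimulation for 18 hours at 37 degrees C, followed by EGFP and DsRed detection.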
GLP1R cytotox = cytotoxicity counter-screen for GLP-1 receptor inverse agonists | HEK293 cAMP-luciferase reporter cells, luminescence, 24 h | Potency, µM (doses to about 38.3 µM), inactives show at the highest dose activity change, negative = inhibition, usual class: inhibitors | 0.13% of 410,000 active | AID 624418;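 further: loss of luciferase light is scored as toxicity; potency means the concentration at half of the fitted maximal effect; on the % scale 0 is the no-effect control and ±100 the full control effect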
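Quantitative HTS format, 1536 wells, 200 cells/uL seeded. Compounds: 23 nL, 24 h, 37 °C. Detection: luciferase reagent, luminescence at 12 min RT; decreased signal taken as cytotoxic.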
GLP-1R agonist = activates the human GLP-1 receptor. P43220. HEK293 GLP-1R CRE-luciferase, luminescence, 4-6 h; cells express a hypersensitive GLP-1R form. Potency, µM (top dose mostly 45.6 µM), for the others: at the highest dose activation, usual class: activators. 0.007% of 380,000 active; further: potency means the concentration at half of the fitted maximal effect; % of control where 0% means no effect
Target sequence (P43220 whole entry, looked up): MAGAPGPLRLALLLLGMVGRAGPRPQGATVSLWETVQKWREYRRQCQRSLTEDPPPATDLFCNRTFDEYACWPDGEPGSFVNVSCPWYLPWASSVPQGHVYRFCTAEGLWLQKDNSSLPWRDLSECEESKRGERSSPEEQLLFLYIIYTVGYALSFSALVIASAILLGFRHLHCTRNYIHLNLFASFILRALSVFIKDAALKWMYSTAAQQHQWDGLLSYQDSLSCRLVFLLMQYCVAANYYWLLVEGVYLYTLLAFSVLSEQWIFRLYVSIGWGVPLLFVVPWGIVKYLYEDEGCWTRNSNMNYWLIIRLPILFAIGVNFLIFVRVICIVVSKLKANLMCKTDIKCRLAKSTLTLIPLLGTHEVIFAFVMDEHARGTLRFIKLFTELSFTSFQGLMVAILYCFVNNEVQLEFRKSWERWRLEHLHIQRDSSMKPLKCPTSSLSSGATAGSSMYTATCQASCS
GLP1R inv ag = GLP-1 receptor (human) inverse agonism; P43220; HEK293 GLP-1R CRE-luciferase, luminescence, 24 h; GLP-1R form is constitutively active; Potency, µM (doses to about 38.3 µM), inactives show top-dose activity change, negative = inhibition, hits mostly inhibitors; 1.6% of 410,000 active; further: potency means the concentration at half of the fitted maximal effect; on the % scale 0 is the no-effect control and ±100 the full control effect; nearly all actives have a fitted effect of over 55% in size
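Inverse agonists were sought by their lowering of basal cAMP reporter luciferase output in HEK293 cells stably carrying constitutively active human GLP-1R, after 24 h compound treatment.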
PLK1 PBD inh = inhibitors of human PLK1 polo-box domain binding. P53350. Plk1 PBD binding of FITC phosphopeptide, fluorescence polarization. Potency, µM, inactives show max response, negative = inhibition, usual class: inhibitors. 2.8% of 360,000 active. AID 720504; further: potency means the concentration at half of the fitted maximal effect; series mostly up to about 57 µM; on the % scale 0 is the no-effect control and ±100 the full control effect; nearly all actives have a fitted effect of over 65% in size
Target sequence (P53350 whole entry, looked up, the tested form may be a part): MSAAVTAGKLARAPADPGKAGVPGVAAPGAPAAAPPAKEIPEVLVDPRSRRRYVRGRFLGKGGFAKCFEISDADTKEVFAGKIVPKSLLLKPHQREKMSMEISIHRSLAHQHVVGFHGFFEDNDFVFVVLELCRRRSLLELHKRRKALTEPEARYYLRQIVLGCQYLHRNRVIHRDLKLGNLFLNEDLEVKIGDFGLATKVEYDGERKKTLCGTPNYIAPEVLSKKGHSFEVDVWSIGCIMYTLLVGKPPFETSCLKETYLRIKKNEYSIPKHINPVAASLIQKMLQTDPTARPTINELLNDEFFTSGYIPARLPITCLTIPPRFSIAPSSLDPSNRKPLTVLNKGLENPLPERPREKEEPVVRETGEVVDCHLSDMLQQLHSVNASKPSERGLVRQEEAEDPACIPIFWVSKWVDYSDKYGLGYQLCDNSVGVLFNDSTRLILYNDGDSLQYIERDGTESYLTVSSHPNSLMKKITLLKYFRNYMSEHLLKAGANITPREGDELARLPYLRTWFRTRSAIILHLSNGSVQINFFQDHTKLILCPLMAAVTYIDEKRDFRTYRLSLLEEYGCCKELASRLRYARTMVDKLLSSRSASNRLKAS
WRN inhibitor = WRN helicase (human) inhibition | Q14191 | WRN helicase unwinding, fluorescent forked duplex, kinetic | Potency, µM (series often up to 114 µM), inactives show top-dose activity change, negative = inhibition, actives largely listed as inhibitors | 0.46% of 360,000 active; further: potency means the concentration at half of the fitted maximal effect; on the % scale 0 is the no-effect control and ±100 the full control effect; nearly all actives have a fitted effect of over 55% in size
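Enzyme (20 nM final) and test compound sit together 15 min at room temperature before substrate addition. Substrate is a single-forked duplex oligonucleotide (100 nM) labelled with fluorophore and quencher, with 2 mM ATP; helicase unwinding raises red fluorescence, read kinetically.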
Active calls of the source: *; ? = inconclusive; · = not tested or not shown; [ ] = dose if it differs, or a comment. Unless noted, the call rests on the fitted dose curve; in most records, active means well fitted curve in the direction sought with a large enough effect; inconclusive means small, poorly fitted or top-dose-only effect, or another doubt; inactive means no such curve, though single readings can be large; an effect the other way counts as inactive or inconclusive. Random draw from the library (roughly 7.8% active in at least one column).

Molecule	PI5P4K alpha inh	GLP-1R agonist	IL-2 act	WRN inhibitor	DRD3 antagonist	GLP1R inv ag	GLP1R cytotox	D3 ag	PLK1 PBD inh
O=C(Nc1ccc(S(=O)(=O)Nc2ncccn2)cc1)c1cccc(Cl)c1	·	2%	·	·	·	9%	1%	6	·
COc1ccc(-n2ccnc2SCC(=O)NC2CCCC2)cc1	0	-2%	0.3	0%	8	-22%	-13%	10	5%
C=CCN=C1CC(C)(C)C(C(=O)OC)C(O)=C1C(=O)CCC (stereo not given)	3	23%	0.2	10%	6	62%[activator]	-9%	11	-15%
Cc1ccc(CCNC(=O)C2CCN(c3nn4c(=O)cc(C)nc4s3)CC2)cc1	9	-6%	0.1	-3%	0	-4%	1%	-5	0%
CCN(CC)CCN(C(=O)C1=COCCO1)c1nc2cc(C)cc(C)c2s1	9	1%	-2.5	11%	-29	?	?	-9	-3%
Cc1cc(C)c2c(c1)-c1c(ssc1=S)C(C)(C)N2C(=O)CN1C(=O)c2ccccc2C1=O	14	6%	-2.3	-1%	0	-50%	-5%	-13	-24%
Cc1ccc(NC(=O)CCN2CCOCC2)cc1C	1	0%	0.0	-1%	-10	3%	4%	6	0%
CCN(C(=O)COC(=O)c1cc(S(=O)(=O)N2CCc3ccccc32)ccc1OC)C1CCS(=O)(=O)C1 (stereo not given)	1	6%	2.2	-4%	6	14%	13%	5	0%
COC(=O)c1ccc(COC(=O)c2cccn2C)o1	1	18%	-0.1	1%	1	18%	-6%	3	1%
Cc1ccc(C(=O)N/C(=C\c2ccco2)C(=O)NCC2CCCO2)cc1C (stereo not given)	5	25%	0.1	-3%	-17	-19%	-1%	1	-10%
CC(=O)N1CCc2cc(S(=O)(=O)NCCC(=O)Nc3cccc(C)c3C)ccc21	-2	-3%	2.1	4%	20	2%	-7%	-2	0%
C/C=C/c1ccc(OCC(=O)N(C)CC(=O)Nc2ccc(F)cc2)c(OC)c1	-1	-1%	-0.1	3%	4	-28%	-22%	3	2%
COc1ccccc1CNCC(=O)Nc1ccc(C#N)cc1	9	12%	2.9	1%	39	-13%	-8%	-4	-2%
CCCCNC(=O)CN(c1cc(C(F)(F)F)ccc1Cl)S(C)(=O)=O	1	14%	-0.7	10%	8	7%	-8%	5	-10%
O=C(COC(=O)Cn1cnc2ccccc21)Nc1cccc([N+](=O)[O-])c1	2	13%	0.4	-2%	2	?	-2%	7	-6%
N#CC(c1ccc(F)cc1)c1ccc(C(=O)c2ccccc2)cc1 (stereo not given)	8	22%	2.5	-9%	7	?	-3%	2	-5%
O=C(CC(NC(=O)c1ccccc1Cl)c1ccccc1)Nc1ccc2c(c1)OCO2 (stereo not given)	-5	-2%	4.6	1%	-22	0%	-15%	1	0%
COc1ccc(/C=C/C(=O)NCCc2ccc(S(N)(=O)=O)cc2)cc1	1	3%	-2.2	-11%[57.1 µM]	2	-4%	-10%	3	0%
O=C(NCC1CCCO1)C1CCCN(S(=O)(=O)c2cccc(C(F)(F)F)c2)C1 (stereo not given)	4	3%	-0.4	8%	19	4%	-5%	5	0%
CC1(c2ccccc2)NC(=O)N(CC(=O)N2CCc3ccccc32)C1=O (stereo not given)	4	3%	1.9	-7%	5	-21%	1%	2	-2%
O=C(/C=C/c1ccc([N+](=O)[O-])cc1)NCc1cccnc1	-30	13%	-4.7	-24%	0	-3%	15%	-17	-8%
COc1cc(N)c(Cl)cc1C(=O)OCC(=O)NC(=O)NCc1ccco1	-20	17%	-0.4	-22%	-12	1%	4%	-3	-5%
FC(F)(F)c1ccc(N=Cc2sc(N3CCOCC3)nc2-c2ccccc2)cc1	9	1%	-1.3	6%	17	55%[activator]	-3%	-2	2%
Cc1ccccc1OCC(=O)Nc1cccc(N(C)S(C)(=O)=O)c1	·	8%	0.5	-6%	-12	0%	-14%	-4	-9%
CC1CCCc2sc3nc(NCc4ccco4)n4ncnc4c3c21 (stereo not given)	-14	?	0.9	-13%	?	-23%	4%	17	-19%
COC(=O)CSc1nnc(C)n1-c1cccc(C#N)c1	·	3%	-1.7	-3%	-17	0%	8%	5	2%
CC(C)OCC(O)CS(=O)(=O)Cc1ccccc1 (stereo not given)	·	2%	-2.8	-5%	-22	4%	1%	5	0%
O=C(CCC(=O)c1ccc(F)cc1)Nc1cccc(C(F)(F)F)c1	10	12%	-0.3	-7%	-3	?	0%	-11	0%
CCOc1ccccc1NC(=O)Cn1c(=O)n(Cc2ccc(C(=O)NCCCOC)cc2)c(=O)c2ccccc21	·	-2%	·	·	·	-7%	-3%	-23	·
N#Cc1nc(-c2ccccc2Cl)oc1N1CCN(C(=O)c2ccco2)CC1	3	4%	-1.4	-4%	7	5%	2%	1	-12%
CCNC(=O)CC1C(=O)N(c2ccc(F)cc2)C(=S)N1CCc1ccncc1 (stereo not given)	-2	-2%	-2.8	8%	4	-16%	-2%	-2	-24%
C=CCSc1nnc(-c2c[nH]c3ccccc23)n1CC	-8	13%	0.5	1%	9	-22%	4%	3	0%
CCCCn1c(NCc2ccccc2NS(=O)(=O)c2ccc(C)cc2)nc2ccccc21	9	-27%	0.1	-7%	-29	?	-18%	-10	2%
O=[N+]([O-])c1ccc(N/N=C\c2cccnc2)nc1	1	-6%	2.3	-2%	12	1%	-25%	2	-18%
O=C(CN1C(=O)c2cccc3cccc1c23)NCc1ccc2c(c1)OCO2	·	-2%	0.1	-9%	6	0%	5%	11	-7%
CC(Sc1nccn1C)C(=O)c1ccc(Br)cc1 (stereo not given)	-9	9%	1.8	11%	-9	8%	-2%	-11	-11%
Cn1cccc1C(=O)NNC(=O)COc1ccccc1F	8	-5%	-0.8	-3%	8	2%	-15%	8	-5%
O=C(NCc1ccccc1)C(CCc1ccccc1)n1c(=O)c(-c2ccccc2)nc2ccccc21 (stereo not given)	-22	·	-0.9	-22%	-71*	?	-8%	-15	?
COc1ccc(NC(=O)CN(C)CC(=O)Nc2cccc(S(=O)(=O)N(C)c3ccccc3)c2)cc1	4	0%	2.3	5%	-1	8%[7.66 µM]	7%[7.66 µM]	5	-4%
CCOc1ccccc1N1CCN(c2nc3ccccc3nc2C(C#N)C(=O)OC)CC1 (stereo not given)	-3	-10%	-1.7	-1%[57.1 µM]	8	7%	9%	4	-1%
O=C(NCCc1cccs1)c1cccs1	7	-1%	-0.7	-1%	14	19%	4%	1	-11%
Cc1oc(-c2ccccc2F)nc1CN1CCC(C(=O)NC2CCCc3ccccc32)CC1 (stereo not given)	·	-9%	-1.0	-1%	?	-21%	6%	-8	-2%
O=[N+]([O-])c1ccc(/C=N/Nc2ccccn2)cc1	-2	6%	-1.9	6%	0	-21%	-25%	-9	-8%
O=C(Nc1ncccc1Cl)c1cc2ccccc2o1	-2	19%	-0.3	-5%	-12	27%	3%	-8	-5%
OC(CN1CCCCCC1)CN(c1ccccc1)c1ccccc1 (stereo not given)	1	7%	0.0	5%	-20	?	18%	-18	3%
O=C(O)c1ccc2c(c1)C(=O)N(c1cc(C(=O)O)ccc1Br)C2=O	·	-5%	0.2	-4%	16	3%	2%	-8	-1%
Cc1nn(C)c(C)c1S(=O)(=O)N(CC(=O)NCCCN1CC(C)CC(C)C1)c1ccc(C(C)C)cc1 (stereo not given)	-1	10%	-1.9	-6%	?	-19%	-20%	-11	-10%
O=C(CSc1nc(-c2ccc(F)cc2)cc(C(F)(F)F)n1)NCc1cccs1	-4	1%	0.3	-2%	14	0%	-14%	-6	-9%
O=C(Nc1ccc(C(=O)O)cc1)/C(=C\c1ccc2c(c1)OCO2)NC(=O)c1ccco1	0	0%	0.1	-4%	-9	5%	1%	2	-9%
CCOc1ccc(S(=O)(=O)/N=C(/c2ccccc2)N(C)C)cc1	2	-1%	0.2	-9%	-3	13%	1%	3	-1%
COc1ccc(-c2cc(C(F)(F)F)nc(N3CCN(c4ccc(F)cc4)CC3)n2)cc1OC	2	-9%	0.6	?	8	3%	8%	-5	-12%
CCOc1ccc(NC(=O)CSc2nnc(C3CC3)n2N)cc1	·	-8%	-1.6	7%	-9	7%	5%	1	-12%
CN(C)CCCN(Cc1ccccc1)C(=S)Nc1ccc(SC(F)F)cc1	7	15%	0.1	-7%	?	11µM*	-25%	-18	-13%
Cc1ccc(/C=C/C(=O)NCc2cccs2)o1	-28	1%	-0.8	-5%	-6	-2%[7.66 µM]	-7%[7.66 µM]	-5	-14%
O=S(=O)(c1ccc(N=C2NN=C(c3cc(F)ccc3F)CS2)cc1)N1CCOCC1	-51*	1%	-0.1	-3%	-3	?	-28%	-1	?
COc1cccc(CCNC(=O)c2cc(COc3cccc(OC)c3)on2)c1	-3	-3%	-2.6	-4%	-21	?	-8%	-6	5%
Cc1ccc2nc(N3CCN(C(=O)c4cccs4)CC3)c(C#N)cc2c1	-2	1%	1.2	-1%	15	-21%	66%[activator]	-4	-3%
CN(C)c1cccc(CNC(=O)c2ccc3nc([C@H]4C[C@H](O)[C@@H](CO)O4)[nH]c3c2)c1	2	3%	0.6	-8%	0	12%	5%	-5	-10%
COc1cc(C2C(C(=O)OC(C)C)=C(C)Nc3ncnn32)cc(OC)c1OC (stereo not given)	5	-3%	-0.6	-6%	-16	14%	0%	-7	0%

Rewritten as labelled records: two of the compounds above
SMILES: Cc1nn(C)c(C)c1S(=O)(=O)N(CC(=O)NCCCN1CC(C)CC(C)C1)c1ccc(C(C)C)cc1 (stereo not given)
  PI5P4K alpha inh: -1
  GLP-1R agonist: 10%
  IL-2 act: -1.9
  WRN inhibitor: -6%
  DRD3 antagonist: ?
  GLP1R inv ag: -19%
  GLP1R cytotox: -20%
  D3 ag: -11
  PLK1 PBD inh: -10%

SMILES: COc1cc(C2C(C(=O)OC(C)C)=C(C)Nc3ncnn32)cc(OC)c1OC (stereo not given)
  PI5P4K alpha inh: 5
  GLP-1R agonist: -3%
  IL-2 act: -0.6
  WRN inhibitor: -6%
  DRD3 antagonist: -16
  GLP1R inv ag: 14%
  GLP1R cytotox: 0%
  D3 ag: -7
  PLK1 PBD inh: 0%
